PRMT1 inh – blocks human protein arginine methyltransferase 1; recombinant PRMT1, activity-based probe fluorescence polarization; inhibition, % at 2.79 µM; 370,000 tested, 1.3% active;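 active = inhibition above about 21% made by adding two undisclosed values, limit read from the data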
SIAE inh – blocks human sialic acid acetylesterase | Q9HAT2 | SIAE FP-Rh probe binding, fluorescence polarization | inhibition, % at 9.66 µM | 370,000 tested, 0.69% active;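 active = inhibition above a cutoff: mean of compounds within the control limits plus 3 SD of those, cut at about 17% in these data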;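 note: 0% = plate median of compound wells and 100% = probe without SIAE protein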
PG9 binder – small molecules binding HIV-1 gp120 antibody PG9; TR-FRET gp120-PG9 antibody binding; inhibition, % at 6.7 µM; 360,000 tested, 0.43% active; in the data active = inhibition above about 8.5%
HTRA1 inh – HTRA1 (human) protease inhibition | Q92743 | recombinant HTRA1, FP-rhodamine activity-based probe, fluorescence polarization | inhibition, % at 5.96 µM | 340,000 tested, 0.5% active; in the data active = inhibition above about 36%;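 note: 0% = enzyme with DMSO and 100% = wells lacking enzyme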
Tn7 DDE FP – DD(E)-Tn7 binding inhibition, primary FP screen; 370,000 tested, 0.13% active; FP displacement of FITC-Tn7 peptide from fibrin DD(E); 0% = median of compound wells per plate; inhibition, % at 8.3 µM; AID 720508; P02675;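 active = inhibition above the mean of compounds falling within the control limits plus 3 SD of them, cut at about 14% in these data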;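 note: 0% = plate median of compound wells and 100% = 10 µM Aha-Tn7 peptide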
Target sequence (P02675 whole entry, looked up): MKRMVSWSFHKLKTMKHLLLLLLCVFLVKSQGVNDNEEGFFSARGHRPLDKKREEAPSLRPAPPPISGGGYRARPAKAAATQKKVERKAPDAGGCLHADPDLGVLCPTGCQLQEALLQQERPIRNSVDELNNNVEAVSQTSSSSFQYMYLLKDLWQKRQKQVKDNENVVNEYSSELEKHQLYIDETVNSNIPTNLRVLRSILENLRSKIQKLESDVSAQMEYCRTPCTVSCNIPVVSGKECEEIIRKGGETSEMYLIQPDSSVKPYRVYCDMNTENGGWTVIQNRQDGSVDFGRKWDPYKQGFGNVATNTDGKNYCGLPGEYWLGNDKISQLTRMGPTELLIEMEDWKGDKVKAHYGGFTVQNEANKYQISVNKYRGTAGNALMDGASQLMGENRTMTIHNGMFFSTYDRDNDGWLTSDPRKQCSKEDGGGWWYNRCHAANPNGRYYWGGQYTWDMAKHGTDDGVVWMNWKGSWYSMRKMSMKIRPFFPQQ
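assay system = human clot-derived fibrin DD(E) complex | quantity = Fibrin-DD(E) at 2 µM final | timing = 10 min preincubation, 3 h with tracer, room temperature | signal = fluorescence polarization | measure = percent inhibition | benchmarks = high control wells with 10 µM unlabelled Aha-Tn7 peptide (full inhibition) | replicates = singlicate testing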
TDP2 inh – blocks human TDP2 phosphodiesterase activity; O95551; recombinant TDP2, T5PNP hydrolysis, p-nitrophenol absorbance 415 nm; inhibition, % at 12.8 µM; 370,000 tested, 0.34% active; AID 720702;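 active = inhibition above the mean of all tested compounds plus 3 SD, set per campaign, cut at about 25% in these data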;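 note: 0% = DMSO with enzyme and 100% = buffer with substrate but no TDP2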
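Test system: Human TDP2 enzyme | Reagent: 5 mM T5PNP | Compound dosing: 12.8 µM single point, 1% DMSO | Incubation: Enzyme reaction with compound for 2 h at 37 °C | Technique: p-Nitrophenol epi absorbance | Read-out: % inhibition relative to enzyme-containing and enzyme-free wells | Benchmarks: High control without enzyme, low control DMSO plus TDP2 | Replicates: Singlicate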
UHRF1 MBD2 ctr – human UHRF1 methylated DNA binding inhibitors. Q96T88. UHRF1 binding to methylated oligo, TR-FRET. inhibition, % at 4.4 µM. 370,000 tested, 0.75% active; in the data active = inhibition above about 21%;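 note: UHRF1 SRA domain binding a hemimethylated CpG hairpin DNA probe; 0% = median of test compound wells and 100% = reference inhibitor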
TCR-CD3 inh – inhibitors of human TCR-CD3 interaction; TAMRA-labeled TCR probe fluorescence, biochemical; inhibition, % at 9.4 µM; 360,000 tested, 0.37% active; AID 651800; in the data active = inhibition above about 19%;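 note: recombinant mutant TCR 2C K166C tagged with TAMRA read by polarization; 0% = receptor in buffer alone and 100% = receptor with positive control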
LEDGF integ inh – blocks HIV-1 LEDGF/p75-dependent DNA integration; TR-FRET IN-LEDGF/p75 DNA integration, Eu/Cy5; inhibition, % at 3.7 µM; 370,000 tested, 0.64% active;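 active = inhibition above the screen-wide mean plus 3 SD, cut at about 13% in these data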;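 note: signal is the Cy5 over europium emission ratio at 671 and 618 nm; 0% = plate median of compound wells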
ABHD4 inh – inhibits mouse alpha/beta hydrolase domain 4. Q8VD66. purified mABHD4, FP-Rh probe fluorescence polarization. inhibition, % at 8.92 µM. 370,000 tested, 0.54% active. AID 720543;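 active = inhibition exceeding the mean over every tested compound plus 3 SD, cut at about 30% in these data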;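 note: 0% = plate median of compound wells and 100% = S159A mutant with DMSO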
Target sequence (Q8VD66 whole entry, looked up, the tested form may be a part): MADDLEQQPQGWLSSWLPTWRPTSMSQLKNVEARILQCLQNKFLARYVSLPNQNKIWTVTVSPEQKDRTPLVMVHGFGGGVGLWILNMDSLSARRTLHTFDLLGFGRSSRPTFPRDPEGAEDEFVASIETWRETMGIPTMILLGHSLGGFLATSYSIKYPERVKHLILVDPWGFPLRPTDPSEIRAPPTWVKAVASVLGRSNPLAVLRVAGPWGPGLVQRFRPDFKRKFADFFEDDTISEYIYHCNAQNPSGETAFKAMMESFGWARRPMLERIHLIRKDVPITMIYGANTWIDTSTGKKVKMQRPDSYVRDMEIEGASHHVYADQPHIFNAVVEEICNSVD
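assay system = mABHD4 protein | compound dosing = single nominal dose of 8.92 µM, 0.89% DMSO final | read-out basis = percent inhibition of probe binding, normalized to plate controls | schedule = Enzyme–compound pre-incubation 45 min, then probe 60 min, both 25 °C | detection = fluorescence polarization, excitation 525 nm, emission 598 nm, BODIPY TMR filters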
Starred values were filed as active, the others as inactive.

Letters – A = PRMT1 inh; B = SIAE inh; C = PG9 binder; D = HTRA1 inh; E = Tn7 DDE FP; F = TDP2 inh; G = UHRF1 MBD2 ctr; H = TCR-CD3 inh; I = LEDGF integ inh; J = ABHD4 inh
SMILES: CC1CCCN(S(=O)(=O)c2cc3c4c(c2)CCN4C(=O)CC3)C1 (centres undefined)
  A: -2	B: 1	C: 0.3	D: 0	E: -7	F: 8	G: 1	H: -1	I: 2	J: 1
SMILES: COCCCNC(=O)c1ccc2c(=O)n(Cc3ccccc3OC)c(=S)[nH]c2c1
  A: -4	B: 1	C: -1.5	D: -2	E: 3	F: 6	G: -3	H: 4	I: 2	J: -13
SMILES: Cc1cc2cc(C#N)c(NCCNC(=S)NCCCN3CCOCC3)nc2cc1C
  A: 0	B: -7	C: 0.3	D: 0	E: 0	F: -8	G: -3	H: 6	I: -3	J: -4
SMILES: CCCCSc1nnc(-c2ccccc2NC(C)=O)c(=O)[nH]1
  A: -1	B: -2	C: -3.3	D: -7	E: -6	F: 2	G: 0	H: 5	I: 1	J: -4
SMILES: COc1ccc(NC(=O)C2CCC(=O)N2S(=O)(=O)c2ccc(C)cc2)c(OC)c1 (centres undefined)
  A: -1	B: 0	C: -1.2	D: -1	E: 6	F: -5	G: -1	H: 4	I: 2	J: 0
SMILES: Cc1ccc(N2C(=O)C3C4C=CC(CNC(=S)N5CCN(c6cccc(C)c6)C(C)C5)(O4)C3C2=O)cc1 (centres undefined)
  A: 37*	B: 3	C: 1.0	D: 8	E: -2	F: -2	G: -2	H: 5	I: 4	J: 1
SMILES: C=CCc1cc(OC)ccc1OCCCCn1cncn1
  A: -1	B: -4	C: -0.4	D: 0	E: -1	F: 20	G: -2	H: -2	I: 3	J: 13
SMILES: NC(=O)c1ccccc1NC(=O)Nc1ccc(F)c(Cl)c1
  A: -2	B: -4	C: 1.6	D: -19	E: 9	F: -4	G: -1	H: 0	I: -1	J: -2
SMILES: CCOC(=O)c1ccccc1NC(=O)CN(c1ccccc1OCC)S(C)(=O)=O
  A: 2	B: -4	C: 0.9	D: -3	E: 2	F: -4	G: 6	H: -8	I: 1	J: -1
SMILES: Cc1nc(SCC(=O)O)c(C#N)c(-c2ccco2)c1C(=O)N(C)C
  A: -2	B: 4	C: -1.2	D: -7	E: -3	F: -4	G: 0	H: -1	I: 0	J: -3
SMILES: O=C(/C=C/c1ccco1)NC(=S)Nc1cccc(-c2nc3ccccc3s2)c1
  A: 9	B: 4	C: -0.2	D: -84	E: -5	F: 6	G: -1	H: -2	I: 4	J: -10
SMILES: O=C(Nc1ccccc1Cl)Oc1ccc(Cl)cc1Cl
  A: -5	B: -3	C: -3.8	D: -10	E: -7	F: -3	G: 1	H: -1	I: -1	J: -6
SMILES: CCOC(=O)COc1ccccc1/C=C1/NC(=O)NC1=O
  A: 0	B: 2	C: -3.8	D: 2	E: 0	F: 4	G: -1	H: 3	I: 0	J: -3
SMILES: COC(=O)[C@H](CCSC)NC(=O)NC1CCN(Cc2ccccc2)CC1
  A: 1	B: -11	C: -0.7	D: 1	E: 2	F: -5	G: -1	H: 5	I: -1	J: 0
SMILES: N#CCSc1ccccc1NC(=O)CN1C(=O)NC(CCc2ccccc2)C1=O (centres undefined)
  A: 0	B: 2	C: -1.1	D: -2	E: -8	F: -7	G: -3	H: 2	I: -2	J: 2

2 of the compounds above, with two lines to a compound.
Sequence of screens – PRMT1 inh, SIAE inh, PG9 binder, HTRA1 inh, Tn7 DDE FP, TDP2 inh, UHRF1 MBD2 ctr, TCR-CD3 inh, LEDGF integ inh, ABHD4 inh
C=CCc1cc(OC)ccc1OCCCCn1cncn1
    -1, -4, -0.4, 0, -1, 20, -2, -2, 3, 13
O=C(Nc1ccccc1Cl)Oc1ccc(Cl)cc1Cl
    -5, -3, -3.8, -10, -7, -3, 1, -1, -1, -6

The listing picks up with the two entries that preceded the break.
Letters – A = PRMT1 inh; B = SIAE inh; C = PG9 binder; D = HTRA1 inh; E = Tn7 DDE FP; F = TDP2 inh; G = UHRF1 MBD2 ctr; H = TCR-CD3 inh; I = LEDGF integ inh; J = ABHD4 inh
SMILES: COC(=O)[C@H](CCSC)NC(=O)NC1CCN(Cc2ccccc2)CC1
  A: 1	B: -11	C: -0.7	D: 1	E: 2	F: -5	G: -1	H: 5	I: -1	J: 0
SMILES: N#CCSc1ccccc1NC(=O)CN1C(=O)NC(CCc2ccccc2)C1=O (centres undefined)
  A: 0	B: 2	C: -1.1	D: -2	E: -8	F: -7	G: -3	H: 2	I: -2	J: 2
SMILES: Cc1ccc(S(=O)(=O)N2CCCC(C)C2)cc1 (centres undefined)
  A: 4	B: -6	C: 1.1	D: -2	E: 7	F: -2	G: 3	H: -10	I: -2	J: -1
SMILES: COc1ccc(N2CCN(CCC(=O)c3ccc4ccccc4c3)CC2)cc1
  A: 44*	B: 0	C: 0.7	D: 2	E: 5	F: -1	G: 2	H: -1	I: 0	J: -7
SMILES: COc1cc(-c2cc(C(=O)Nc3c(Cl)cc(Cl)cc3Cl)c3ccccc3n2)cc(OC)c1OC
  A: -3	B: -2	C: -1.3	D: -6	E: -2	F: 7	G: -2	H: 4	I: -4	J: -6
SMILES: Cc1ccc(CSc2nnc(CCCCCNC(=O)OC(C)(C)C)o2)cc1
  A: 1	B: 1	C: 0.7	D: -6	E: 2	F: -12	G: 2	H: -9	I: -4	J: -1
SMILES: O=c1cnnc(Nc2ccc(Nc3ccccc3)cc2)[nH]1
  A: 4	B: 9	C: -9.5	D: 12	E: -4	F: -6	G: 4	H: 3	I: -9	J: 12
SMILES: COc1cccc(NC(=O)CC2C(=O)NCCN2C(=S)Nc2ccc(F)cc2)c1 (centres undefined)
  A: 7	B: 8	C: 0.9	D: 0	E: 7	F: 2	G: 0	H: -7	I: -3	J: 7
SMILES: O=C(Nc1nc2ccc(Cl)cc2s1)C1CC1
  A: 6	B: -2	C: 0.7	D: -6	E: 4	F: 0	G: 5	H: -2	I: 2	J: -7
SMILES: COc1ccc(CCNC(=O)C2CCC(C(C)(C)C)CC2)cc1OC (centres undefined)
  A: -2	B: -6	C: -0.8	D: 0	E: 4	F: 5	G: -2	H: 5	I: 2	J: 1
SMILES: Cc1nnc(SCc2cnc(-c3ccc(C(C)C)cc3)s2)n1C
  A: -4	B: 0	C: -0.5	D: 4	E: -9	F: -5	G: 0	H: 0	I: 2	J: -7

Ordered by length of the SMILES (low to high): five of the compounds above
Letters – A = PRMT1 inh; B = SIAE inh; C = PG9 binder; D = HTRA1 inh; E = Tn7 DDE FP; F = TDP2 inh; G = UHRF1 MBD2 ctr; H = TCR-CD3 inh; I = LEDGF integ inh; J = ABHD4 inh
SMILES: O=C(Nc1nc2ccc(Cl)cc2s1)C1CC1
  A: 6	B: -2	C: 0.7	D: -6	E: 4	F: 0	G: 5	H: -2	I: 2	J: -7
SMILES: Cc1ccc(S(=O)(=O)N2CCCC(C)C2)cc1 (centres undefined)
  A: 4	B: -6	C: 1.1	D: -2	E: 7	F: -2	G: 3	H: -10	I: -2	J: -1
SMILES: O=c1cnnc(Nc2ccc(Nc3ccccc3)cc2)[nH]1
  A: 4	B: 9	C: -9.5	D: 12	E: -4	F: -6	G: 4	H: 3	I: -9	J: 12
SMILES: COc1cccc(NC(=O)CC2C(=O)NCCN2C(=S)Nc2ccc(F)cc2)c1 (centres undefined)
  A: 7	B: 8	C: 0.9	D: 0	E: 7	F: 2	G: 0	H: -7	I: -3	J: 7
SMILES: COc1cc(-c2cc(C(=O)Nc3c(Cl)cc(Cl)cc3Cl)c3ccccc3n2)cc(OC)c1OC
  A: -3	B: -2	C: -1.3	D: -6	E: -2	F: 7	G: -2	H: 4	I: -4	J: -6
